Assay outcomes (PubChem)
TAAR1 agonist = agonists of human TAAR1; AID 624467; 360,000 compounds, 0.99% hits; activation, % at 3 µM; CHO RD-HGA16 TAAR1, Fluo-8 calcium fluorescence; vehicle wells 0%, saturating PEA agonist 100%;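 active = activation above the mean activation of all test compounds in the run plus 3 SD, cut at about 38% in these data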
Target sequence (Q96RJ0 whole entry, looked up): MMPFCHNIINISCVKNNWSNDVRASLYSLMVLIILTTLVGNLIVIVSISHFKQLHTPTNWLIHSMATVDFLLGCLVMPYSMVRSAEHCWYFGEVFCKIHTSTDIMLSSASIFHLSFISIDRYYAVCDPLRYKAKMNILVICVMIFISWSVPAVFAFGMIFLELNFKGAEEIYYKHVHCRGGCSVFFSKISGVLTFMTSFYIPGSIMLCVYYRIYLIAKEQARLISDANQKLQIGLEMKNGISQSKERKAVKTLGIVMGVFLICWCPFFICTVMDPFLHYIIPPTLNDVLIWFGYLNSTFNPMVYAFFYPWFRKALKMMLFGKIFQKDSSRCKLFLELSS
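Assay system: CHO-derived RD-HGA16 cells with stable Gα16 and human TAAR1; timing: 17-24 h seeding, 75 min 37 °C dye, 30 min RT; read-out: % activation from peak over basal fluorescence ratio, DMSO-to-PEA scaled; measured by: kinetic Fluo-8 calcium fluorescence; benchmarks: low control DMSO, high control PEA (EC100); doses: 3 µM single concentration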
M1 ag = agonists of human M1 muscarinic receptor; CHO-K1 hM1, Fluo-8 calcium fluorescence, agonist mode; 0% DMSO, 100% acetylcholine EC100; activation, % at 3 µM; P11229; AID 588814; 360,000 compounds, 0.33% hits;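 active = activation above the run's mean compound activation plus 3 SD, cut at about 16% in these data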;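 also: peak over basal fluorescence ratio within a 140 s kinetic read after compound addition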
Target sequence (P11229 whole entry, looked up): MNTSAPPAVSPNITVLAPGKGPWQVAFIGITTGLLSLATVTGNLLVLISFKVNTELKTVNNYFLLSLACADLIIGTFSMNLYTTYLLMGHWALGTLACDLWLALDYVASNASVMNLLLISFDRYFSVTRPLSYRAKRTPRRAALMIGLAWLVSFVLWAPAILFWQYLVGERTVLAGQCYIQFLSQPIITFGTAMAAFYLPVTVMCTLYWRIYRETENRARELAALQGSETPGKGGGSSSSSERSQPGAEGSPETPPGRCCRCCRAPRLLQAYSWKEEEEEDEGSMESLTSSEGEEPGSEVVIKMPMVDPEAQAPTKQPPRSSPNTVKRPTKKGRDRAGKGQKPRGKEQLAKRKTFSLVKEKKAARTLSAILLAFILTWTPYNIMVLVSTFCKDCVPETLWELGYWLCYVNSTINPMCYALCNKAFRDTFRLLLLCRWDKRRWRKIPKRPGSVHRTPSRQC
CHO-K1 Ca antag = nonselective inhibitor or artifact in parental CHO-K1 cells; ATP-induced calcium, Fluo-8 fluorescence; inhibition, % at 3 µM; 360,000 compounds, 0.6% hits;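 active = inhibition above a per-plate cutoff, the plate's mean sample inhibition plus 3 SD, cut at about 24% in these data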;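 also: 0% = DMSO plus EC80 ATP and 100% = DMSO alone without ATP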
TAAR1 antag = human TAAR1 antagonism; inhibition, % at 3 µM; AID 624466; CHO RD-HGA16 TAAR1, Fluo-8 calcium fluorescence, antagonist; Q96RJ0; 360,000 compounds, 1.5% hits;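 active = inhibition above a per-plate cutoff, the mean inhibition of test compounds on that plate plus 3 SD, cut at about 49% in these data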;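 also: 0% = DMSO plus EC80 beta-PEA response and 100% = DMSO alone without agonist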
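Assay system: CHO-derived RD-HGA16 cells stably expressing human TAAR1 plus Gα16. Timing: 140 s kinetic read after compound, 140 s after agonist. Technique: kinetic Fluo-8 calcium fluorescence measurement. Measure: % inhibition of agonist calcium response.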
M1 PAM parental = counter-screen for M1 PAMs: effect in parental CHO-K1 cells. ATP EC20, Fluo-8 calcium fluorescence; 0% at ATP EC20, 100% at ATP max. AID 602247. activation, % at 3 µM. 360,000 compounds, 0.02% hits;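 active = activation above the run cutoff, the mean activation of all test compounds plus 3 SD, cut at about 40% in these data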;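 also: peak over basal fluorescence ratio in a 140 s read after ATP addition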
CHO parental Ca = signal in parental CHO cells, OX1R antagonist counter-screen | 330,000 compounds, 0.63% hits | parental CHO-K1, ATP-induced calcium, Fluo-8 fluorescence | inhibition, % at 5.6 µM;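 active = inhibition above that plate's mean sample inhibition plus 3 SD, cut at about 26% in these data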;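 also: 0% = ATP-challenged DMSO wells and 100% = DMSO wells without ATP; some compounds past the cut are filed as inactive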
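Measured by: calcium-sensitive Fluo-8 fluorescence / Test system: CHO parental line / Controls: ATP-challenged DMSO wells low, unchallenged DMSO wells high / Measure: % inhibition / Compound: single nominal dose of 5.6 µM per compound / Replicates: single well per compound, no replicates / Reagent: ATP as calcium-mobilizing challenge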
M1 ag parental = nonselective activator or artifact in parental CHO-K1 cells. Fluo-8 calcium fluorescence; scaled to maximal ATP response, vehicle zero. activation, % at 3 µM. 360,000 compounds, 0.48% hits. AID 602248; in the data active = activation above about 15%;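 also: untransfected CHO-K1 host cells lacking M1 receptor as counterscreen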
M1 PAM = human CHRM1 positive allosteric modulation; 360,000 compounds, 0.088% hits; P11229; CHO-K1 hM1, Fluo-8 calcium fluorescence, ACh EC20; 0% = ACh EC20, 100% = maximal ACh; activation, % at 3 µM; in the data active = activation above about 19%, passing the limit was not always enough
CHRM1 antagonist = human CHRM1 antagonism; P11229; CHO-K1 hM1, Fluo-8 calcium fluorescence, ACh EC80 antagonist; inhibition, % at 3 µM; AID 588852; 360,000 compounds, 1.3% hits;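 active = percent inhibition above its own plate's cutoff, namely the mean of that plate's compound wells plus 3 SD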;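 also: peak over basal fluorescence ratio during 140 s after agonist addition; 0% = ACh EC80 plus DMSO and 100% = DMSO alone without agonist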
Active calls of the source: *; nt = no result given.

SMILES	TAAR1 agonist	M1 ag	CHO-K1 Ca antag	TAAR1 antag	M1 PAM parental	CHO parental Ca	M1 ag parental	M1 PAM	CHRM1 antagonist
Cc1ccc(C(=O)NCC(=O)OCC(=O)NC2CCS(=O)(=O)C2)cc1C (stereo not drawn)	13	-3	13	-12	-10	-7	0.1	8	-8
C/C(=N\OCc1ccccc1C#N)c1cc2ccccc2o1	5	-3	0	-19	-2	-13	0.2	-5	15
CC(=O)Nc1ccc2c3c(cccc13)CC2	3	-2	3	-2	13	-8	0.3	6	-6
O=C(COc1cc2oc(=O)c3c(c2cc1Cl)CCCC3)N1C[C@H]2C[C@@H](C1)c1cccc(=O)n1C2	3	-13	15	-19	-16	-24	-0.1	-8	13
Cc1c(=O)n(OCc2ccccc2F)c2ccccc2[n+]1[O-]	14	-3	-5	-5	11	7	0.2	4	-7
O=C(NNc1c2ccccc2nc2ccccc12)c1ccccc1Cl	2	-4	-3	-10	-2	1	1.5	-7	3
COc1ccccc1OCCn1ccnc1	0	-3	2	-23	12	-7	0.2	13	-18
O=C(CSc1nc2ccccc2c(=O)n1-c1ccc(F)cc1F)NC1CC1	1	2	1	-15	2	nt	-0.3	11	-14
N=C(N)c1ccc(O)cc1	7	-5	4	9	-6	-6	-0.1	9	4
COc1ccc(S(=O)(=O)N2CCOCC2)cc1NC(=O)CSc1nnc(C2CC2)n1N	5	-4	-10	-16	12	-18	0.1	3	-3
FC(F)Oc1ccc(/C=N/NC(=S)Nc2cc(C(F)(F)F)ccc2Cl)cc1	4	-10	-4	6	11	2	0.5	-6	-1
CC(Nc1cc(N2CCOCC2)ccc1[N+](=O)[O-])c1ccccc1 (stereo not drawn)	3	-12	-8	-13	22	-27	0.6	-5	-1
COCCCN(Cc1ccccn1)S(=O)(=O)Cc1ccccc1	6	-4	-5	13	13	-6	0.2	-4	-1
O=C(CCc1nnc2n(Cc3ccc(Cl)cc3)c(=O)c3ccccc3n12)N1CCN(c2ccccn2)CC1	nt	-4	-9	nt	7	-23	0.5	6	-13
COc1cc(CNCc2cccs2)cc(Br)c1OC	6	-5	-1	1	11	-2	-0.1	2	-5
COc1ccc(C(=O)CC(=O)C(=O)Nc2cccc(C(C)=O)c2)cc1	2	-7	-14	-32	1	-20	0.8	5	-7
C=CCSc1nc(C)c(CC(=C)C)c(=O)[nH]1	1	-4	-12	6	10	-11	0.8	13	-13
CN(C)c1ccc(/C=N/NC(=O)c2ccccc2)cc1	6	-5	1	0	14	4	0.4	6	-1
C/C(=N\N=C1\NC(=O)C(CC(=O)Nc2ccc(C)c(Cl)c2)S1)C(C)C (stereo not drawn)	13	-8	4	13	14	-3	0.1	4	-1
CCOC(=O)c1[nH]c(C)c(C(=O)OCC(=O)N2CC(=O)Nc3ccccc32)c1C	6	2	-14	17	6	-18	3.5	0	7
O=C(CCNc1cccc(F)c1)c1cc2ccccc2o1	-2	-5	-9	-9	10	-22	0.8	9	-13
Cc1c(CN2CCC(CO)(Cc3cccc(C(F)(F)F)c3)CC2)c2ccccc2n1C	20	-8	-4	5	16	-2	3.3	-26	26*
O=C1CCCc2nc(N3CCN(c4ccccc4)CC3)ncc21	9	1	-16	9	25	-9	1.4	12	-6
Cc1noc(C)c1S(=O)(=O)Nc1ccccc1OC(F)(F)F	3	-3	-5	-10	15	-9	2.2	7	-13
O=C(CSc1nnc(-c2ccncc2)o1)c1cccc([N+](=O)[O-])c1	0	-7	-15	-30	11	-13	3.0	5	-9
Other compounds follow:
SMILES	TAAR1 agonist	M1 ag	CHO-K1 Ca antag	TAAR1 antag	M1 PAM parental	CHO parental Ca	M1 ag parental	M1 PAM	CHRM1 antagonist
Cc1ccc(OCC(=O)O)c(-n2nc3ccccc3n2)c1	4	-2	-7	-4	14	8	0.3	9	-8
COC(=O)c1sc(NC(=O)C(C)C)c(C(=O)OC)c1C	-1	-2	-8	5	2	-11	-0.7	4	-7
Cc1nc2cc3c(cc2c(C)c1C(=O)OC(C)C)OCO3	-1	-6	0	-9	15	-18	1.1	6	-7
COc1ccc(OC)c(N2C(=O)c3cccnc3C2=O)c1	0	-1	-15	5	5	-2	0.2	6	-13
Cc1ccc2nc(NC(=O)CSc3nc(=O)n(CCN(C)C)c4c3CCCC4)sc2c1	1	-8	3	4	22	-45	6.5	2	-4
CN1CCN(Cc2nc3ccccc3c(=O)n2CC#N)CC1	1	-9	6	-19	-4	-2	2.8	-8	11
CC1CC(C)CN(S(=O)(=O)c2ccc(C(=O)NN3CCOCC3)cc2)C1 (stereo not drawn)	23	-3	4	-13	-8	8	2.9	-1	-1
CCOc1cc2c(cc1C=O)OC(C)C2 (stereo not drawn)	1	-2	-5	-18	-5	10	0.2	5	3
COc1ccc(NC(=O)C(c2ccccc2)c2ccccc2)c(OC)c1	1	-2	12	2	-14	-48	0.4	3	2
COc1ccc(S(=O)(=O)Nc2ccc(S(=O)(=O)N3CCOCC3)cc2)cc1C	13	-4	-21	-7	20	-10	1.4	3	-3
CCC(C)[C@H](NC(=O)Nc1ccc(C(C)=O)cc1)C(=O)OC (stereo partly drawn)	7	-1	-12	22	15	-10	1.4	4	-6
c1csc(-c2nc3c4ccccc4c4ccccc4c3[nH]2)c1	6	0	13	20	10	0	1.2	-3	8
CS(=O)(=O)c1ccc2nc(NC(=O)c3ccc(=O)[nH]c3)sc2c1	1	1	-7	-8	4	11	0.1	11	-13
O=Cc1cnc(N2CCOCC2)nc1	1	-1	2	-33	9	-6	0.7	8	-11
CCC(C)c1c(O)nc(SCc2ccccc2)[nH]c1=O (stereo not drawn)	20	10	1	8	7	-4	3.7	3	-5
Cc1nc2sc(C(c3cccs3)N3CCOCC3)c(O)n2n1 (stereo not drawn)	4	-5	3	-18	4	-1	0.3	5	-1
CC(C)Cc1cc(CN2CCC(CO)(Cc3ccccc3)CC2)[nH]n1	2	-6	-10	-18	26	-16	3.5	6	-10
CCCCC1=CC2=CC(=O)C(C)(OC(=O)CC)C(=O)C2=CN1c1cccc(C#N)c1 (stereo not drawn)	4	-7	-12	-9	-9	-1	0.0	-12	18
Cc1ccc(NC(=O)Nc2ccc3oc(C)nc3c2)cc1	5	1	-9	-11	15	7	0.4	3	-22
COc1ccc(OC)c(NC(=O)c2cccc(C)c2[N+](=O)[O-])c1	2	-8	-6	-4	20	-13	-0.5	7	-5
CC(C)N1CCN(Cc2cc(F)ccc2-n2cccn2)CC1CCO (stereo not drawn)	4	-12	-8	11	29	-15	0.7	-5	9
CCCCCc1nnc(NC(=O)C2CCCO2)s1 (stereo not drawn)	11	-15	-23	-6	16	-6	0.4	2	-3
COc1cc(-c2noc(-c3ccccc3C(=O)NCc3ccco3)n2)cc(OC)c1OC	20	0	-1	41	16	-22	4.5	0	-17
CC(=O)N(c1cccc(Cl)c1)c1nc(C)cc(C)c1C#N	0	-3	-7	3	13	-3	3.1	-1	0
CCOC(=O)N1CCN(c2cccc(C)c2C)CC1	-2	-7	-3	-34	21	-3	0.2	6	-1

Four compounds drawn at random from the list so far, as already listed:
SMILES	TAAR1 agonist	M1 ag	CHO-K1 Ca antag	TAAR1 antag	M1 PAM parental	CHO parental Ca	M1 ag parental	M1 PAM	CHRM1 antagonist
CS(=O)(=O)c1ccc2nc(NC(=O)c3ccc(=O)[nH]c3)sc2c1	1	1	-7	-8	4	11	0.1	11	-13
COc1ccc(NC(=O)C(c2ccccc2)c2ccccc2)c(OC)c1	1	-2	12	2	-14	-48	0.4	3	2
CC(C)N1CCN(Cc2cc(F)ccc2-n2cccn2)CC1CCO (stereo not drawn)	4	-12	-8	11	29	-15	0.7	-5	9
CCOc1cc2c(cc1C=O)OC(C)C2 (stereo not drawn)	1	-2	-5	-18	-5	10	0.2	5	3

More entries:
SMILES	TAAR1 agonist	M1 ag	CHO-K1 Ca antag	TAAR1 antag	M1 PAM parental	CHO parental Ca	M1 ag parental	M1 PAM	CHRM1 antagonist
CCCc1cc(=O)[nH]c2nnc(SCC(=O)Nc3ccc(C(C)=O)cc3)n12	0	0	0	-5	-2	-6	0.5	8	-7
COc1ccc(-c2cc(C(=O)N/N=C/c3sccc3C)c3ccccc3n2)c(OC)c1	6	-1	-6	18	13	-4	2.9	1	-19
COc1ccc(CCN(Cc2ccccn2)C(=S)Nc2ccc(C)cc2)cc1OC	0	-6	-1	-40	13	0	0.3	5	-4
CCCCN(CCCC)c1cn[nH]c(=O)c1Cl	4	-7	-5	-10	6	-11	0.1	-21	27*
COC(=O)c1cccc(Nc2ccc([N+](=O)[O-])cn2)c1	3	-2	4	9	-14	-1	0.3	-1	4
COc1cccc(/C=N/Nc2nc(Nc3ccc([N+](=O)[O-])cc3)nc(N3CCCC3)n2)c1O	7	-2	10	42	5	-5	1.6	-8	23
Cc1ccc(S(=O)(=O)NC2=NCN(CCc3ccccc3)CN2)cc1	64*	-4	4	3	-6	7	-0.4	4	2
CCN(Cc1ccncc1)Cc1c(O)ccc2ccccc12	53*	-2	-15	-7	17	nt	0.9	6	0
CSCC(C)N1CCC(n2nccc2NC(=O)c2ccccc2C)CC1 (stereo not drawn)	0	-3	-6	-5	7	-12	1.2	7	-14
CC(=O)c1ccc(S(=O)(=O)NCCC(=O)OCC(=O)NCCc2ccccc2)cc1	2	-1	-14	-17	-7	-7	1.8	3	-9
CCCC1=NN(C(=O)Cc2ccc(OC)c(OC)c2)C(O)(C(F)(F)F)C1 (stereo not drawn)	0	-2	-14	-3	19	-13	2.7	1	-2
COc1cccc2c1OC[C@@H](CO)[C@H]2N(C)C(=O)Nc1ccc(Cl)cc1Cl	12	4	-4	-7	-6	4	6.5	4	-2
CCOC(=O)c1ccc(NC(=S)NC2CC(C)(C)NC(C)(C)C2)cc1	7	42*	-12	8	21	-7	0.4	-16	3
CCC(=O)Oc1ccc(C(=O)Nc2ccccc2C(=O)NCC(C)C)cc1	1	-8	0	16	14	-7	2.4	0	-6
O=C(COC(=O)c1cc(=O)c2ccccc2o1)NC1CCCCC1	3	-8	2	1	-2	2	3.8	-3	1
Cn1c(=O)c2c(nc(NCC3CCCO3)n2Cc2ccccc2)n(C)c1=O (stereo not drawn)	11	-4	-7	-4	1	-7	-0.1	7	1
CCOC(=O)c1[nH]c(C)c(C(=O)N2CCN(c3ccccc3)CC2)c1C	1	-6	15	7	-11	-14	0.3	1	-3
NNC(=O)c1cccc(S(=O)(=O)Nc2cc(Cl)ccc2Cl)c1	0	-3	-5	-23	7	-24	-0.1	-3	8
O=C(CSc1ccc2nnc(-c3ccccn3)n2n1)Nc1ccc(F)cc1	3	0	-4	-17	7	-17	0.6	4	-1
COc1ccc(S(=O)(=O)N2CCC(Nc3ccccc3Cl)CC2)cc1	-1	-4	-7	31	7	nt	-1.0	-5	7
O=S(=O)(c1ccc2c(c1)CCN2)N1CCCC1	3	-8	-4	0	4	-4	-0.1	1	6
O=[N+]([O-])c1ccc2nc(NS(=O)(=O)c3ccc(Cl)cc3)sc2c1	2	-4	-13	4	13	-3	0.3	14	-13
CC1(C(O)(C#CC[N+]2(C)CCCCC2)c2ccccc2)CCCC1 (stereo not drawn)	11	-13	22	-7	-15	-9	-0.2	-32	72*
